Screening results as filed in PubChem BioAssay.
HttQ103 aggreg: mutant huntingtin aggregation inhibition. PC12 HttQ103-GFP aggregates, Acumen cytometry, 40 h. Potency, µM (titrated, usually from 46.1 µM), without a hit: at the highest dose activity change, negative = inhibition, usual class: inhibitors. 220,000 tested, 1.1% active; note: potency is the fitted concentration of half-maximal effect; % is set by controls: 0 for no effect and ±100 for the full control effect; nearly all actives have a fitted effect of over 60% in size
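Ecdysone-promoter PC12 model expressing HTT exon 1 Q103 fused to GFP, induced by tebufenozide at 100 nM final. Compounds titrated; aggregates sized 1–25 µm scored on a 488 nm laser cytometer.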
KinaseGlo FLuc: Kinase-Glo luciferase inhibition (counter-screen); Potency, µM (series often up to 38.3 µM), for inactives: at the highest dose activity change, negative = inhibition, usual class: inhibitors; Kinase-Glo luciferase, ATP luminescence, 8 min; AID 1379; 200,000 tested, 0.28% active; note: potency is the fitted concentration of half-maximal effect; % is set by controls: 0 for no effect and ±100 for the full control effect; nearly all actives have a fitted effect of over 60% in size
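Luminescence was the read-out, taken after 8-minute incubation at ambient temperature. Luciferase turned over luciferin with 10 uM ATP in imidazole pH 7.2 buffer containing KCl, MgCl2, Tween 20 and BSA.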
L3MBTL1 block: L3MBTL1 (human) inhibition; Potency, µM (highest dose often 57.1 µM), inactives show top-dose activity, negative = inhibition, most hits filed as inhibitors; AID 485360; AlphaScreen L3MBTL1–H3K9me1 peptide binding; 230,000 tested, 0.66% active; note: potency is the fitted concentration of half-maximal effect; % is set by controls: 0 for no effect and ±100 for the full control effect; nearly all actives have a fitted effect of over 60% in size
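L3MBTL1 50 nM + b-AHA-H3(1-15)K9me1 75 nM, 30 min RT; compound added, 30 min RT; streptavidin donor/Ni-chelate acceptor beads 10 ug/mL each final, 30 min RT dark; AlphaScreen read.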
IMPase Li inh: IMPase inhibition in cells with lithium potentiation. AID 1457. 210,000 tested, 0.35% active. CHO-M1 cells, IP1 TR-FRET (IP-One), carbachol + lithium. Potency, µM (highest dose often 59.4 µM), inactives show at the highest dose activity, negative = IMPase inhibition, most hits filed as inhibitors;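 note: IP1 builds up when IMPase is blocked and the TR-FRET signal falls; potency is the fitted concentration of half-maximal effect; plate controls were basal vehicle for no effect and high inhibitor control for full effect; nearly all actives have a fitted effect of over 50% in size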
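CHO cells stably expressing M1 receptor (2000/well, cultured 16–30 h) treated 30 min at 37C with compound plus low lithium. Cytosolic IP1 by TR-FRET (665/620 ratio and 620 channel) after 10 min lysis; AC50 by Hill fit.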
CBFb RUNX1 block: CBF-beta/RUNX1 interaction disruption. Q01196+Q13951. AlphaScreen CBFb-His/RUNX1-biotin binding, biochemical. Potency, µM (highest dose often 59.8 µM), inactives show top-dose activity, negative = inhibition, hits mostly inhibitors. 230,000 tested, under 10 active. AID 1477; note: % of control where 0% means no effect
Target sequence (Q01196 whole entry, looked up): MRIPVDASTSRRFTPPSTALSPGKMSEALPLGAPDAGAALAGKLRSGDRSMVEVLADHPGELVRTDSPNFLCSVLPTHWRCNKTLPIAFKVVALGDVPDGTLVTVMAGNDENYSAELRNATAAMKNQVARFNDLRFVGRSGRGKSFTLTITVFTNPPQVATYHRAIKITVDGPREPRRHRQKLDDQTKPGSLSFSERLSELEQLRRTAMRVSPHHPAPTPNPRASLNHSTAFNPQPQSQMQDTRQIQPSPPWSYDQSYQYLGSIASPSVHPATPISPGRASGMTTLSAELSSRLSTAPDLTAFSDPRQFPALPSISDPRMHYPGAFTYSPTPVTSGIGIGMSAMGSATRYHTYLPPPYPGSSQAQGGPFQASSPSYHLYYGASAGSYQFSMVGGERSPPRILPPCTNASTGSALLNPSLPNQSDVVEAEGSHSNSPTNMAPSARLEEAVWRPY
Target sequence (Q13951 whole entry, looked up): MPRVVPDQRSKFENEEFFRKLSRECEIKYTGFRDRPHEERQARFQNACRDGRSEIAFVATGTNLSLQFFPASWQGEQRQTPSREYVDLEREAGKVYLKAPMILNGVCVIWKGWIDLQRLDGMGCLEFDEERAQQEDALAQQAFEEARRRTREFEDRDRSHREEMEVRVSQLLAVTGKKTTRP
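His-tagged CBF-beta and biotinylated RUNX1 (30 nM each) were premixed 20 min at room temperature, exposed to compound for 15 min, then given nickel-chelate and streptavidin AlphaScreen beads (50 ng each). After 90 min, AlphaScreen signal was read.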
NPSR antag: antagonists of human neuropeptide S receptor cAMP signaling | Q6W5P4 | CHO-NPSR cells, cAMP TR-FRET, antagonist mode | Potency, µM (top dose mostly 38.3 µM), for the others: at the highest dose activity change, negative = inhibition, actives largely listed as inhibitors | 220,000 tested, 1% active; note: potency is the fitted concentration of half-maximal effect; % is set by controls: 0 for no effect and ±100 for the full control effect; nearly all actives have a fitted effect of over 50% in size; many of its hits are not listed in these tables
Target sequence (Q6W5P4 whole entry, looked up): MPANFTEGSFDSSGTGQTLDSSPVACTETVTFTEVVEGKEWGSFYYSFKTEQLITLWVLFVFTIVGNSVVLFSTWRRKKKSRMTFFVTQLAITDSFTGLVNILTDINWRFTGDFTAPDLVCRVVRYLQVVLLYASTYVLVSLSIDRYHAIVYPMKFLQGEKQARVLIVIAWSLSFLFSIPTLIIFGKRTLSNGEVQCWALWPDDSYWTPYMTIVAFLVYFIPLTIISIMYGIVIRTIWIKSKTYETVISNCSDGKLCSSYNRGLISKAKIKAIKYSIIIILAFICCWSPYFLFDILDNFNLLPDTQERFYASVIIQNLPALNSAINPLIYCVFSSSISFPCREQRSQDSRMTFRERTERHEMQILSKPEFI
Epigenetic reg: derepresses silenced GFP reporter in murine cells; murine LDR cells, GFP reporter derepression, 30 h; 280,000 tested, 0.2% active; Potency, µM (titrated, usually from 53.9 µM), for inactives: at the top dose GFP activation, usual class: activators; note: potency is the fitted concentration of half-maximal effect; % of control where 0% means no effect; nearly all actives have a fitted effect of over 60% in size
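Readout is the number of GFP-expressing murine LDR cells, counted by cytometry following washing. Cells were treated with compound for 30 h at 37 C; the stably integrated CMV-GFP locus is normally silent.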
* marks the source's active call; other numbers are inactive results; ? = inconclusive; . = no result given; & = joins results of further samples; [ ] = remark or other dose. Calls come from the whole dose curve; as a rule, active = well fitted curve in the direction sought with a large enough effect; inconclusive = small, poorly fitted or top-dose-only effect, or another doubt; inactive = no such curve, though single readings can be large; an effect the other way counts as inactive or inconclusive. Only part of the results is shown; the hit share may differ from the screen's.

SMILES	HttQ103 aggreg	KinaseGlo FLuc	L3MBTL1 block	IMPase Li inh	CBFb RUNX1 block	NPSR antag	Epigenetic reg
O=C(/C=C/c1ccc2c(c1)OCO2)Nc1c(C(=O)O)[nH]c2ccccc12	14%	0%	-9%	8%	6%	-16%[46.1 µM]	0.0%
CC1(NC(=O)N2CCOCC2)CCS(=O)(=O)C1 (stereo unspecified)	25%	5%	13%	-16%[38.3 µM]	-5%	-1%[46.1 µM]	-1.8%
COc1ccccc1C1C2=C(CC(C)(C)CC2=O)Nc2nnnn21 (stereo unspecified)	-2%	0%	14%	0%	0%	0%	-1.1%
COc1ccc(N2CCN(c3nc4c(c(=O)[nH]c(=O)n4C)n3Cc3cccc(C)c3)CC2)cc1	-16%	2%	-15%	16%	-27%	-37%	0.0%
Cc1cc(/C(N)=N/OC(=O)Nc2cccc(C(F)(F)F)c2)no1	14%[9.22 µM]	.	-12%	.	0%	-1%	-1.6%
COCC(C)n1c(C)cc(C(=O)CN2C(=O)NC3(CCCCC3C)C2=O)c1C (stereo unspecified)	29%	-2%	-2%	-9%[38.3 µM]	-4%	-11%[46.1 µM]	0.8%
Cc1ccccc1NC(=O)Cn1nnc(-c2ccc(N3CCOCC3)cc2)n1	28%	-1%	3%	10µM*	2%	-21%[46.1 µM]	-1.1%
COc1ccc(S(=O)(=O)Nc2cccc(/C=C/C(=O)O)c2)cc1	?	3%	8%	-5%	0%	-7%[46.1 µM]	2.6%
Cc1cccc(-c2cc3c(N=O)c4ccccc4c-3n[nH]2)c1	15%	10µM*	0%	11%	7%	-48%	6.7%
Clc1cccc(-c2nnc(SC/C=C/c3ccccc3)n2Cc2ccco2)c1	?	17%	.	47%[activator][38.3 µM]	-1%	?	-0.1%
COC(=O)C1C(O)=CC(=O)CC1C (stereo unspecified)	-3%	-3%	-30%	6%	-3%	7%	-0.1%
O=C(Nc1ccc(NC(=O)c2sc3ccccc3c2Cl)cc1Cl)c1ccco1	30%	-5%	-4%	?	7%	4%[46.1 µM]	?
CC(C)N1C(=O)CCC1C(=O)NCc1cccs1 (stereo unspecified)	-12%	13%	.	9%	6%	11%	1.1%
COc1ccc(/C=N/N=C2\SCC(=O)N2c2c(C)n(C)n(-c3ccccc3)c2=O)cc1OC	?	-2%	6%	-4%	0%	5%	0.0%
N=C1C(c2ccccc2)=C(O)CN1c1ccccc1N1CCOCC1	19%	.	2%	.	3%	1%[46.1 µM]	-6.9%
CCOC(=O)C1=C(CNCCc2ccc(Cl)cc2)NC(=O)NC1c1ccc2c(c1)OCO2 (stereo unspecified)	-22%	0%	-3%[11.4 µM]	30%[38.3 µM]	-6%	24%[46.1 µM]	0.9%
CC1Cn2c(nc3c2c(=O)[nH]c(=O)n3C)O1 (stereo unspecified)	-5%	-1%	-2%	-11%[38.3 µM]	4%	1%[46.1 µM]	-1.9%
CCN(CC(=O)NCc1ccc(Cl)cc1)C(=O)/C=C/c1cccs1	-8%	0%	6%	6%	-2%	-13%	1.1%
COc1ccccc1CNC(=S)NC1CCCC1	-26%	-1%	4%	2%	-3%	2%	1.0%
COc1ccc(NC(=O)CC2C(=O)N(c3ccc(Cl)cc3)C(=S)N2CCc2ccncc2)cc1 (stereo unspecified)	-7%	-5%	-7%	10%[38.3 µM]	-7%	?	-0.3%
Cc1ccc(-n2ncc(C(=O)Nc3cc(Cl)cc(Cl)c3)c2C2CCNCC2)cc1C	?	5%	.	-5%	-10%	-24%	-2.7%
CCN(CC(=O)Nc1ccc(OC)cc1)CC(=O)Nc1ccc(Cl)cc1F	5%	-1%	-18%	-3%	8%	-13%	-3.2%
CCOC(=O)c1cnc(SCCN2CCOCC2)nc1N	11%[9.22 µM]	-2%	22%	1%	11%	5%	1.1%
CN(C)CCNC(=O)CNC(=S)N(CCCN1CCOCC1)Cc1cccs1	-6%	-4%	-9%	-4%	23%	9%	2.6%
C=CCOc1c(CNc2cccc(C(=O)O)c2)cccc1OCC	1%	0%	7%	-4%[38.3 µM]	-1%	-11%[46.1 µM]	-0.3%
COC(=O)c1c(-c2c(Cl)cccc2Cl)noc1NC(=O)NN1CCCCC1	5%[9.22 µM]	.	-9%	.	1%	?	1.3%
O=C(COc1ccc(Br)cc1Br)NC(=S)Nc1cccc(CO)c1	14%	-2%	1%	-8%	25%	-10%	1.3%
O=C1OCc2cc(-n3cccc3)ccc21	9%	2%	.	-5%	-2%	17%	1.8%
O=[N+]([O-])/C=C/c1cn(Cc2ccccc2)c2ccccc12	?	-2%	10%	23%[38.3 µM]	-1%	10µM*	0.0%
O=S(=O)(c1ccc(OCC(O)CN2CCCC2)cc1)N1CCOCC1 (stereo unspecified)	-8%	-3%	.	15%[38.3 µM]	-1%	-8%[46.1 µM]	0.7%
CC(C)=CCC/C(C)=C/COc1ccc2ccc(=O)oc2c1	6%[9.22 µM]	1%[39.9 µM]	106%[activator]	-3%&6%&5%	?	17%	-1.4%&-1.3%&-0.5%
CC(C)NC(=O)NC(=O)COc1ccc(Br)cc1Br	3%	1%	8%	23%	16%	-17%	2.2%
O=C(CN1CCN(S(=O)(=O)c2ccc(Br)cc2)CC1)Nc1ccc(F)cc1	-8%	-4%	5%	5%	8%	-15%[46.1 µM]	0.0%
COc1cc(OC)c(C(=O)Nc2ccccc2-c2ccccc2)cc1OC	?	.	2%	.	1%	-12%[46.1 µM]	0.0%
N#CCC(=O)Nc1ccc(C(=O)OCC(=O)c2ccc3c(c2)OCCO3)cc1	0%	0%	-13%	-7%	-10%	-15%	1.3%
CC(c1ccco1)N(C(=O)c1ccccc1F)c1ccccn1 (stereo unspecified)	15%	0%	0%	-2%	2%	-2%	-1.4%
O=C(CSc1nnc2scc(-c3ccccc3)n12)NCC1CCCO1 (stereo unspecified)	-16%	-1%	5%	15%[38.3 µM]	8%	2%[46.1 µM]	0.0%
COc1c2c(nc3occc13)C(CC=C(C)C)(OC)C(=O)C=C2 (stereo unspecified)	-4%[9.22 µM]	-3%&1%	-1%	18%&6%	1%&4%	-12%	-0.1%&1.2%
O=c1[nH]c2cc3c(cc2cc1CN(CCN1CCOCC1)C(=S)NCC1CCCO1)OCO3 (stereo unspecified)	-6%[9.22 µM]	-2%	8%	7%	4%	-3%	-3.5%
CCC(CC)C(=O)N1CCN(c2cccc(C)c2C)CC1	1%	-2%	-6%	-5%	9%	-7%	-0.9%

IMPase Li inh, entries above that show a hit.
| smiles | HttQ103 aggreg | L3MBTL1 block | IMPase Li inh | CBFb RUNX1 block | NPSR antag |
| --- | --- | --- | --- | --- | --- |
| Cc1ccccc1NC(=O)Cn1nnc(-c2ccc(N3CCOCC3)cc2)n1 | 28% | 3% | 10µM* | 2% | -21%[46.1 µM] |

Next section:
SMILES	HttQ103 aggreg	KinaseGlo FLuc	L3MBTL1 block	IMPase Li inh	CBFb RUNX1 block	NPSR antag	Epigenetic reg
COc1ccc(NC(=O)Nc2ccc(OC)c(OC)c2)c([N+](=O)[O-])c1	7%	1%	-11%	-1%	2%	13%	1.1%
COC(=O)COc1cc(OCC(=O)OC)c2c(C)c(Cl)c(=O)oc2c1	-5%	-2%	7%	?	18%	-10%	0.0%
Cc1cc(Nc2cccc([N+](=O)[O-])c2)n2c(nc3ccccc32)c1C#N	2.8µM*	-7%	-11%	17%	-5%	-15%[46.1 µM]	-11%
COc1ccc(CCNC(=O)c2sc3ccccc3c2Cl)cc1OC	-12%	1%	-6%	13%	-2%	-16%[46.1 µM]	0.0%
CC(=O)OCCN(CCOC(C)=O)c1c(C)[nH]c(=O)[nH]c1=O	-3%	.	-3%	.	2%	0%[46.1 µM]	-0.3%
COc1cc(Nc2nnc(C)s2)c(Cl)cc1Cl	1%	-4%	1%	-2%[38.3 µM]	5%	-7%[46.1 µM]	1.0%
N#Cc1cc2c(nc1SCc1ccccc1)CCCC2	-12%	4%	0%	16µM*	-2%	?	-1.0%
CCCNC(=O)Cn1cnc2sc(C(=O)N3CCN(c4ccc(F)cc4)CC3)c(C)c2c1=O	15%[1.84 µM]	7%	.	28%[38.3 µM]	-1%	-3%[46.1 µM]	0.0%
Cc1ccc(S(=O)(=O)N2CCN(CC(=O)NC(=O)NCc3ccco3)CC2)cc1C	-23%[9.22 µM]	.	.	.	5%	-10%	-0.6%
CC1SC(=NC(=O)c2ccco2)NC1=O (stereo unspecified)	3%	-1%	0%	-12%[38.3 µM]	2%	0%[46.1 µM]	-2.0%
CCN(CC)S(=O)(=O)c1ccc(N2CCCC2)c(C(=O)OCC(=O)/C(C#N)=C(\C)N)c1	-20%	0%	.	27%[38.3 µM]	1%	-25%[46.1 µM]	-0.2%
CCOC(=O)C1(CCCc2ccccc2)CCN(C(=O)CCCn2cncn2)CC1	15%[9.22 µM]	-2%	-2%	18%	2%	-5%	1.1%
CC1(CCc2ccc(O)cc2)NC(=O)NC1=O (stereo unspecified)	4%	-3%	.	8%[38.3 µM]	0%	-1%[46.1 µM]	-0.3%
COc1cc2c(cc1OC)CN(C(=S)Nc1ccccc1Cl)CC2	-20%	-2%	.	3%	-3%	-20%	2.5%
O=C1OC2(c3ccc(O)cc3Oc3cc(O)ccc32)c2ccccc21	.	2%[39.9 µM]	.	-9%	5%&7%	.	1.2%
NC(=O)CSc1oc(-c2cccs2)nc1S(=O)(=O)c1ccccc1	10%	-1%	2%[11.4 µM]	16%[38.3 µM]	7%	-8%[46.1 µM]	0.9%
Cc1cccc(C)c1Nc1nnc(SCC(=O)NCc2cccs2)s1	-5%	4%	3%	9%	-2%	5%	-0.9%
CC(C)NC(=O)C1CC(=O)N(c2ccc(F)c(Cl)c2)C1 (stereo unspecified)	13%	-3%	2%	-3%[38.3 µM]	-3%	-7%[46.1 µM]	0.0%
COc1ccc(Cl)cc1N(CC(=O)Nc1ccc2c(c1)OCCO2)S(C)(=O)=O	1%	0%	-1%	0%[38.3 µM]	-3%	-23%[46.1 µM]	-3.9%
Cc1ccc(N=C(N(C)C)P(=O)(N(C)C)N(C)C)c(C)c1	20%	-1%	5%	7%	13%	-2%	1.2%

Sorted by molar mass (high to low): some entries from above.
SMILES	HttQ103 aggreg	KinaseGlo FLuc	L3MBTL1 block	IMPase Li inh	CBFb RUNX1 block	NPSR antag	Epigenetic reg
N=C1C(c2ccccc2)=C(O)CN1c1ccccc1N1CCOCC1	19%	.	2%	.	3%	1%[46.1 µM]	-6.9%
COc1cc(Nc2nnc(C)s2)c(Cl)cc1Cl	1%	-4%	1%	-2%[38.3 µM]	5%	-7%[46.1 µM]	1.0%
N#Cc1cc2c(nc1SCc1ccccc1)CCCC2	-12%	4%	0%	16µM*	-2%	?	-1.0%
O=[N+]([O-])/C=C/c1cn(Cc2ccccc2)c2ccccc12	?	-2%	10%	23%[38.3 µM]	-1%	10µM*	0.0%
